Screens (PubChem)
FUS suppressor = qHTS for Suppressors of FUS Proteinopathy: Primary screen using FUS-linked yeast assay; S. cerevisiae FUS-expressing, growth rescue, OD600, 24 h; actives 0.24% (n = 390,000); Potency, µM (titrated, usually from 76.6 µM), for inactives: at the top dose growth rescue (activation), usual class: activators;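 note: plate controls were DMSO vehicle for no effect and reference control for full effect; nearly all actives have a fitted effect of over 55% in size; some results filed as inactive show a strong effect at the top dose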
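Quantitative HTS measuring growth restoration of FUS-toxic yeast. Galactose-induced cells (OD 0.005) were exposed 24hr at 30C to compounds at several concentrations, then absorbance at 600 nm was recorded.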
Abeta rescue = qHTS for compounds that reverse cellular toxicity of Amyloid beta (A-beta) peptide in yeast: Primary Screen | Potency, µM (series often up to 46.1 µM), inactives show at the highest dose growth rescue, most hits filed as activators | actives 0.063% (n = 410,000) | yeast expressing A-beta42, growth rescue, OD600, 48 h; response scale: 0% DMSO, 100% iron-clioquinol control; note: nearly all actives have a fitted effect of over 55% in size
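Yeast A-beta toxicity model in growth medium with pinned compounds, 48 h at 30 C; growth read as absorbance at 600 nm. Normalized to FeCl3/clioquinol equimolar mix (positive) and DMSO (negative).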
* hit, by the source's call; ? = inconclusive; [ ] = dose if it differs, or a comment. Calls come from the whole dose curve; as a rule, active = well fitted activation curve with a large enough effect; inconclusive = small, poorly fitted or top-dose-only effect; inactive = no such curve, though single readings can be large or run the other way. Potency is the fitted concentration of half-maximal effect. This is a subset; count on the stated rates, not on these rows.

entry	mol	FUS suppressor	Abeta rescue
1	CCCOc1ccc(-c2cc(C(F)(F)F)c(C#N)c(SCCC(=O)O)n2)cc1	7%	-11%
2	Cc1cccc(OCCOCCn2c(-c3ccc(Cl)cc3)nc3ccccc3c2=O)c1C	-12%	-1%
3	Cc1ccccc1C(=O)Nc1cc(-c2ccc(Cl)cc2)nn1-c1ccccc1	3%	-8%
4	COc1ccc(NC(=O)Cn2c(=O)n(C(C)C)c(=O)c3oc4ccccc4c32)cc1Cl	-6%	0%
5	Cc1cccc(C)c1NC(=O)CN(Cc1ccc(Br)cc1)S(=O)(=O)c1ccccc1	3%	-16%
6	CCOc1ccccc1N(C)C(=O)c1cc(S(=O)(=O)NCc2ccc(C)cc2)ccc1F	36%	-19%
7	CCOc1cc2sc(N3CCC(C(=O)Nc4ccccc4C(=O)OC)CC3)nc2cc1Br	-24%	1%
8	CCC(Cn1nnc2ccccc2c1=O)NC(=O)Nc1cccc(Cl)c1 (stereo not drawn)	11%	-27%
9	CCCCn1c(=O)c2oc3ccccc3c2n(CC(=O)Nc2cccc(Cl)c2C)c1=O	-11%	-11%
10	COc1cccc(-c2nn(C)c3sc(C(=O)NCCc4cccc(C)c4)cc23)c1	17%	-10%
11	CN1C(=O)c2ccccc2Sc2ccc(NC(=O)N3CCN(c4ccc(F)cc4)CC3)cc21	25%	?
12	Cc1ccc(OCCSc2nnc(-c3cccs3)o2)cc1	26%	-23%
13	Cc1ccc(C)c(NC(=O)C2CCCN(c3nc4ccccc4s3)C2)c1 (stereo not drawn)	-17%	1%
14	CC(=O)Nc1ccc(NC(=O)C(c2ccccc2)N2Cc3ccccc3C2=O)cc1 (stereo not drawn)	9%	-11%
15	COc1ccc2c(c1)c(=O)c(C(=O)c1ccc(F)cc1)cn2CC(=O)Nc1ccc2c(c1)OCCO2	-20%	-1%
16	COc1cc(OC)c(NC(=O)c2oc3ccc4c(c3c2C)C(=O)CC(C)(C)O4)cc1Cl	27%	-7%
17	COc1ccccc1CNC(=O)c1ccc2c(c1)N(Cc1c(F)cccc1Cl)C(=O)CS2	42%	-1%
18	Cc1c(Cl)cccc1NC(=O)C1CCCN(C(=O)c2cnn(-c3ccccc3)c2-n2cccc2)C1 (stereo not drawn)	22%	-3%
19	CCOc1ccccc1NC(=O)CCS(=O)(=O)c1ccc2c(c1)oc(=O)n2C	6%	7%
20	Cc1ccc(C)c(NC(=O)CSc2ncc3c(n2)-c2ccc(Cl)cc2N(C)S3(=O)=O)c1	14%	-16%
21	COc1cccc(C(=O)Nc2ccccc2SCc2cc(=O)c3cccc(C)c3[nH]2)c1	5%	-13%
22	Cc1cccc(N2CCN(c3ccc(C(=O)O)cc3NC(=O)c3ccccc3F)CC2C)c1 (stereo not drawn)	19%	2%
23	CC(C)c1ccc(NS(=O)(=O)c2ccc3[nH]cc(C(=O)N4CCCC4)c(=O)c3c2)cc1	22%	-6%
24	Cc1nn2c(=O)cc(COC(=O)c3ccccc3NC(=O)C(C)C)nc2s1	-14%	2%
25	COc1ccc(-n2ncc(C(=O)N3CCN(c4cc(C)ccc4C)CC3)c2C2CCN(C(=O)OC(C)(C)C)CC2)cc1	-3%	12%

Shown as labelled records: part of the list above
[5] Cc1cccc(C)c1NC(=O)CN(Cc1ccc(Br)cc1)S(=O)(=O)c1ccccc1
  FUS suppressor: 3% | Abeta rescue: -16%

[21] COc1cccc(C(=O)Nc2ccccc2SCc2cc(=O)c3cccc(C)c3[nH]2)c1
  FUS suppressor: 5% | Abeta rescue: -13%

The listing picks up; the 6 compounds before the break are reprinted first.
entry	mol	FUS suppressor	Abeta rescue
20	Cc1ccc(C)c(NC(=O)CSc2ncc3c(n2)-c2ccc(Cl)cc2N(C)S3(=O)=O)c1	14%	-16%
21	COc1cccc(C(=O)Nc2ccccc2SCc2cc(=O)c3cccc(C)c3[nH]2)c1	5%	-13%
22	Cc1cccc(N2CCN(c3ccc(C(=O)O)cc3NC(=O)c3ccccc3F)CC2C)c1 (stereo not drawn)	19%	2%
23	CC(C)c1ccc(NS(=O)(=O)c2ccc3[nH]cc(C(=O)N4CCCC4)c(=O)c3c2)cc1	22%	-6%
24	Cc1nn2c(=O)cc(COC(=O)c3ccccc3NC(=O)C(C)C)nc2s1	-14%	2%
25	COc1ccc(-n2ncc(C(=O)N3CCN(c4cc(C)ccc4C)CC3)c2C2CCN(C(=O)OC(C)(C)C)CC2)cc1	-3%	12%
26	CCOc1cc(CNC(=O)c2ccc3c(c2)N(C)C(=O)C2CCCCN32)cc(OCC)c1OCC (stereo not drawn)	?	-9%
27	COc1ccc(Nc2c3c(nc4ccc(NC(=O)c5cc(Cl)ccc5OC)cc24)CCCC3)cc1OC	?	-41%[inhibitor]
28	CCOC(=O)c1c(-c2ccc(C)cc2)csc1NC(=O)c1nc(SC(C)C)ncc1Cl	-3%	-3%
29	O=C(NCCc1ccccc1)c1ccc2c(c1)N(Cc1ccc(F)cc1)C(=O)CS2	?	-11%
30	CCCCn1c(=N)c(S(=O)(=O)c2ccc(C)cc2)cc2c(=O)n3cc(C)ccc3nc21	10%	9%
31	Cc1ccc(C(C)C)c(OCC(=O)Nc2ccc(-c3nc4ncccc4o3)cc2C)c1	3%	-6%
32	CCOc1ccc(C(=O)NC2CC(=O)N(c3ccc(C)cc3)C2)cc1OCC (stereo not drawn)	-16%	-3%
33	Cc1ccccc1Cc1c(C)nc2nc(SCC(=O)NCCc3ccc(Cl)cc3)nn2c1C	-5%	10%
34	COc1cc(OC)cc(-c2nc3nc(C)c(CCC(=O)NCCC(C)C)c(C)n3n2)c1	-17%	2%
35	O=C(c1cnc2cc(-c3ccccc3)nn2c1)c1cc([N+](=O)[O-])ccc1O	5%	-65%[inhibitor]
36	CCC12CN3CC(C)(CN(C1)C3c1ccccc1C)C2=O (stereo not drawn)	-11%	-6%
37	O=C(C1CCN(S(=O)(=O)c2cccs2)CC1)N1CCN(c2cccc(Cl)c2)CC1	16%	-12%
38	CCCn1c(=N)c(C(=O)NCc2ccco2)cc2c(=O)n3cc(C)ccc3nc21	-11%	-5%
39	COc1ccc(CCNC(=O)CCc2cn(Cc3ccc(C)cc3)c3ccccc23)cc1OC	29%	17%
40	CC1Cc2cc(S(=O)(=O)CCC(=O)Nc3ccccc3F)ccc2N1C(=O)C1CC1 (stereo not drawn)	5%	-10%
41	O=C(CSc1nnc2[nH]c(=O)cc(-c3ccccc3)n12)Nc1cc(C(F)(F)F)ccc1Cl	-5%	-9%
42	Cc1ccc(NC(=O)C2CCN(S(=O)(=O)c3c(C)noc3/C=C/c3ccco3)CC2)cc1C	5%	3%
43	Cc1c(C(=O)OC2CCCCC2)[nH]c2c1C(=O)CC(c1ccccc1Cl)C2 (stereo not drawn)	-7%	-4%
44	Cc1cc(F)ccc1NC(=O)CCn1nc(C)c(S(=O)(=O)N2CCCCC2)c1C	6%	6%
45	O=C(CC1N=C2c3ccccc3N=C(SCc3ccccc3Cl)N2C1=O)NCc1cccs1 (stereo not drawn)	?	10%
46	COc1ccccc1NC(=O)CSc1oc(-c2cccs2)nc1S(=O)(=O)c1ccc(C)cc1	?	16%
47	CCc1ccccc1NC(=O)Cn1cc(S(=O)(=O)N2CCCC2)c(S(=O)(=O)N2CCCC2)c1	7%	-1%
48	O=C(c1ccc2c(c1)N(Cc1cccc(Cl)c1)C(=O)c1ccccc1S2(=O)=O)N1CCN(Cc2ccccc2)CC1	45%	3%
49	Cc1ccc(C(=O)N2CCn3c4c(c5cc(C)ccc53)CCCC42)cc1 (stereo not drawn)	?	14%
50	COc1ccc(C(=O)Nc2onc3c2CCCC3)cc1	-19%	11%
51	COc1ccc(-n2c(=O)c3c(c4cc(OC)ccc4n3C)n(Cc3ccc(F)cc3Cl)c2=O)cc1	-8%	-20%
52	COc1cccc(N2CCN(C(=O)C3CCCN(S(=O)(=O)c4cccc5nsnc45)C3)CC2)c1 (stereo not drawn)	-13%	-1%
53	COc1ccc(CNC(=O)CC2N=C3c4ccccc4N=C(SCC(=O)Nc4ccc(C(C)C)cc4)N3C2=O)cc1 (stereo not drawn)	-6%	5%
54	Cc1cn2c(=O)cc(COc3cccc(NC(=O)c4ccccc4Cl)c3)nc2s1	-26%	-6%
55	Cc1oc(-c2cccc(Cl)c2)nc1CS(=O)(=O)CC(=O)NC(C)CCc1ccccc1 (stereo not drawn)	24%	18%
56	Cc1ccc(Oc2coc3cc(OCC(=O)NC4CCCCC4)ccc3c2=O)cc1	-14%	2%
57	Cc1cc(C)cc(OCC(=O)N(Cc2ccc(Cl)cc2)CC2CCCO2)c1 (stereo not drawn)	39%	4%
58	CCOc1c(CNCCSc2nnnn2C)cccc1OC	-16%	1%
59	COc1ccc(-c2nc3cc(C(C)C)ccc3o2)cc1NC(=O)c1ccccc1[N+](=O)[O-]	11%	3%
60	Cc1ccc(C)c(NC(=O)CCc2c(C)n(C)c3cc(-c4ccccc4C)nn3c2=O)c1	-4%	-10%
61	CCCCNS(=O)(=O)c1ccc(NC(=O)c2c(-c3ccccc3)noc2C)cc1	-7%	1%
62	CCc1ccc(NC(=O)CC2C(=O)N(c3ccc(Cl)cc3)C(=O)N2Cc2ccco2)cc1 (stereo not drawn)	?	?
63	CCOC(=O)c1c(C)c(-c2ccccc2)n(CC(=O)NC2CCCCCC2)c1C	4%	-5%
64	Cc1ccc(-n2nc3cc(C)c(NC(=O)COc4ccccc4)cc3n2)cc1	-23%	-12%
65	Cn1c(=O)c2c(-c3ccc(Cl)cc3)n(CCc3ccccc3)cc2n(C)c1=O	21%	-6%
66	CCCCN1CCc2nc(N3CCN(c4ncccn4)CC3)ncc2C1	16%	-4%
67	CCC(Nc1ccc(-c2nc(-c3ccco3)no2)cc1[N+](=O)[O-])c1ccccc1 (stereo not drawn)	10%	-6%
68	CCc1ccc(S(=O)(=O)n2ccnc2)cc1	-5%	-6%
69	CCOc1ccc(NC(=O)CCc2c(C)nn(-c3ccc(N4CCCC4)nn3)c2C)cc1	11%	4%
70	CCOc1ccc(C(=O)Nc2ccc3c(c2)N(C(C)=O)CCC3)cc1OCC	2%	-10%
71	CCN(CC)c1ccc(NC(=O)c2cnn(-c3ccccc3)c2-n2cccc2)c(C)c1	-13%	-38%
72	CC1CCC2(CC1)N=C(c1ccccc1)C(=O)N2CC(=O)Nc1ccc(F)c(Cl)c1 (stereo not drawn)	-14%	-7%
73	Cc1ccc(CSc2nc(-c3ccccc3C)nc3c2Cc2c(CO)cnc(C)c2O3)cc1	37%	-10%
74	COc1ccc(NC(=O)NCc2c(-n3cccc3)sc3c2CCCC3)c(OC)c1	-23%	-5%
75	Cc1ccc(OCC(=O)Nc2ccc(S(=O)(=O)Nc3cc(C)nc(C)n3)cc2)c(Br)c1	33%	-13%

Next compounds follow:
Values run as follows: FUS suppressor	Abeta rescue
76. CCOc1ccc(NC(=O)Cn2ccn3nc(-c4ccc(OC)c(OC)c4)cc3c2=O)cc1
    -10%	-9%
77. O=C(Nc1ccccc1)C1CCN(S(=O)(=O)c2ccc3[nH]c4c(c3c2)CCCCC4)CC1
    6%	0%
78. Cc1nc2c(-c3ccccc3)c(C)nn2c(C)c1CCC(=O)NCc1ccc(F)cc1
    -5%	-4%
79. Cc1ccc(-n2ncc3c(N(CC(C)C)CC(C)C)ncnc32)c(C)c1
    20%	-11%
80. CCOc1ccc(OCC)c(NC(=O)CCc2nc3cccnc3n2Cc2cccs2)c1
    6%	-12%
81. COc1ccc(OC(=O)CSc2nnc(-c3ccc(F)cc3)o2)cc1
    1%	-73%[inhibitor]
82. CCOCCc1nn2c(=O)cc(COC(=O)c3ccccc3NC(=O)c3ccc(C)cc3)nc2s1
    -22%	-2%
83. CN(C)c1ccc(-c2nc(-c3cc4cc(Cl)ccc4oc3=O)cs2)cc1
    -24%	-4%
84. O=C(CSCn1nnc2c(=O)[nH]c(Cc3ccc(F)cc3)nc21)Nc1ccccc1
    14%	-2%
85. COC(=O)c1c(Oc2ccc(C(C)=O)cc2)nnc(-c2ccccc2)c1-c1ccccc1
    ?	-7%
86. CC(C)(C)OC(=O)N1CCC(c2c(C(=O)N3CCN(Cc4ccccc4)CC3)cnn2-c2cccc(Cl)c2)CC1
    -12%	1%
87. COc1cccc(-c2nc(SCC(=O)Nc3ccc4c(c3)OCCO4)c(-c3ccccc3)[nH]2)c1
    ?	9%
88. CN(Cc1ccccc1)C(=O)CN1C(=O)CSc2ccc(S(=O)(=O)N3CCOCC3)cc21
    14%	5%
89. O=C(CSc1nc2ccccc2c(=O)n1CCC(=O)NC1CCCCC1)Nc1ccccc1Cl
    -14%	-7%
90. Cn1cc(-c2cc3n(n2)CCC(=O)N3CCCC(=O)NCc2ccc(F)cc2)c2ccccc21
    26%	2%
91. CCOC(=O)c1cc(NC(=O)c2ccc(C)cc2)c(=O)n2c1oc1ccccc12
    13%	-11%
92. Cc1cc(C)cc(OCc2cc(=O)n3c4c(sc3n2)CCCC4)c1
    -35%	-2%
93. COc1cccc(-c2nc(S(=O)(=O)c3ccc(C)cc3)c(N3CCCCC3)o2)c1
    -6%	-22%
94. CCOC(=O)CC(=O)CSc1nc2ccccc2c(=O)n1CCc1ccc(S(N)(=O)=O)cc1
    11%	-7%
95. O=C1Nc2c(c(=O)[nH]c(=O)n2-c2ccc(F)cc2)C1(NS(=O)(=O)c1ccc(Cl)cc1)C(F)(F)F (stereo not drawn)
    -20%	-10%
96. CCc1ccc(CN(Cc2cn[nH]c2-c2ccc(OC)cc2)C(=O)Nc2ccc(Br)cc2)cc1
    39%	-3%
97. COc1ccc(NC(=O)c2oc3ccccc3c2NC(=O)c2cc(C)cc(C)c2)c(OC)c1
    -26%	4%
